Source: PubChem BioAssay
EBV gp42 block: inhibitors of Epstein-Barr virus glycoprotein 42; Fluorescence polarization binding assay, mP read-out; AID 1085; 220,000 compounds, 0.42% hits; inhibition, % (tested at 21.74 µM); in the data active = inhibition above about 50%
m-calpain inh: blocks pig calpain II enzyme activity | 220,000 compounds, 0.37% hits | inhibition, % at 16 µM | purified calpain II, fluorogenic peptide substrate, 30 min;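 active = inhibition above about 50%, limit read from the data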
Runt-SMMHC FRET: inhibitors of human RUNX1 Runt domain binding to CBFb-SMMHC; 220,000 compounds, 0.74% hits; Cerulean-Runt/Venus-CBFb-SMMHC FRET ratio 530/480, 1 h; inhibition, % at 20 µM;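 active = mean inhibition across duplicate retests at 20 µM reaching about 50%, limit read from the data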;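 also: 0% = DMSO wells and 100% = wells with excess untagged CBFb-SMMHC; inhibitors lower the FRET ratio by blocking Runt binding to CBFb-SMMHC; some results filed as inactive read as strong as hits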
Target sequence (Q01196 whole entry, looked up, the tested form may be a part): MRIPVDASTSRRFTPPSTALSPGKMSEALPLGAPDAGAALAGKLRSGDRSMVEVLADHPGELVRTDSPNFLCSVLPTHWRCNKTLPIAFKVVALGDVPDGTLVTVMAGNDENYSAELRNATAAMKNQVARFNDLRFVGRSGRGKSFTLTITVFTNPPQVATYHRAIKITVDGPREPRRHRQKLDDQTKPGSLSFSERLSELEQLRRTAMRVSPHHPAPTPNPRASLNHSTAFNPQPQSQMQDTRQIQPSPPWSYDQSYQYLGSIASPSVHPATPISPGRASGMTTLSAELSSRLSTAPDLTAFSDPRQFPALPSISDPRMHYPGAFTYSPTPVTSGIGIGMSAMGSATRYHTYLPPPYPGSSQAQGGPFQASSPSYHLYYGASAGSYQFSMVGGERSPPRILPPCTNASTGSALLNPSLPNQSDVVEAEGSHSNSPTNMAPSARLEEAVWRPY
Target sequence (Q13951 whole entry, looked up, the tested form may be a part): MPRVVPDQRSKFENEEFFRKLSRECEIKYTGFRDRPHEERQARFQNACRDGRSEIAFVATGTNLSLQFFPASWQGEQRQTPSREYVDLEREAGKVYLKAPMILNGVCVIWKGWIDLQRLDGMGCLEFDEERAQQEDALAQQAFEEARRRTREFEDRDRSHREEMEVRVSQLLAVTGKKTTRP
RBBP9 inh: blocks human serine hydrolase RBBP9; O75884; recombinant RBBP9, FP-Rh probe fluorescence polarization; inhibition, % at 7.94 µM; 220,000 compounds, 0.2% hits;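 active = inhibition above the campaign mean of all tested compounds plus 3 SD, cut at about 14% in these data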;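 also: plate controls were DMSO wells with RBBP9 for no effect and wells lacking RBBP9 protein for full effect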
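Test system – recombinant human RBBP9 · Input – RBBP9 2.5 µM in dispensing solution, pre-mixing · Medium – Tris buffer pH 8.0, NaCl, Pluronic · Schedule – preincubation 30 min plus labeling 45 min at 25 °C · Measured by – fluorescence polarization · Measure – % inhibition · Controls – DMSO and no-protein wells · Replicates – one well per compound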
NCF1 inh: blocks human p47phox regulatory protein of NADPH oxidases; 220,000 compounds, 0.53% hits; AID 1274; inhibition, % at 24.7 µM; P14598; p47phox/p22phox peptide binding, fluorescence polarization, 2 h;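 active = inhibition above about 30%, limit read from the data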;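 also: 0% = p47phox with labelled peptide and 100% = labelled peptide alone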
Target sequence (P14598 whole entry, looked up): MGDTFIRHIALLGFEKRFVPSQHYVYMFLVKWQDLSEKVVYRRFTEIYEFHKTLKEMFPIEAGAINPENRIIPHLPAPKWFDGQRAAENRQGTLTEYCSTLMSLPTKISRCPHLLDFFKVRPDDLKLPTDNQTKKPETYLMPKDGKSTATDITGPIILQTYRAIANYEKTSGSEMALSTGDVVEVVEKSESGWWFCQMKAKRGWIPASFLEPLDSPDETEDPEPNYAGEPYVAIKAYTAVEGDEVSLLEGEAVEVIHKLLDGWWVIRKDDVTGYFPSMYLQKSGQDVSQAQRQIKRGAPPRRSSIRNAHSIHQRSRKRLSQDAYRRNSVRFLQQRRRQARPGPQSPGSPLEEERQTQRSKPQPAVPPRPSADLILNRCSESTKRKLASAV
Furin inh: human furin inhibition; P09958; purified furin, fluorogenic substrate cleavage; inhibition, % at 30 µM; 220,000 compounds, 0.061% hits; AID 463115; in the data active = inhibition above about 25%; also: inactives centre near -15
Runt-CBFb FRET: blocks binding of human RUNX1 Runt domain to CBFb. Q01196+Q13951. Cerulean-Runt/Venus-CBFb FRET ratio 530/480, 1 h. inhibition, % at 20 µM. 220,000 compounds, 0.46% hits. AID 1496;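 active = inhibition over about 50% at 20 µM in the single-dose screen, limit read from the data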;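 also: 0% = DMSO wells and 100% = excess unlabeled CBFb competitor control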
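Schedule: protein complex preformed 1 h, compound exposure 1 h, room temperature, dark; test system: Cerulean-labeled Runt domain protein; amount: 100 nM per protein; buffer or medium: Tris 50 mM pH 7.5, KCl, K2SO4, 0.01% BSA; read-out: loss of energy transfer signal; detection: FRET fluorescence; controls: 5 µM unlabeled CBFb as full-inhibition high control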
p97 ATPase inh: inhibitors of human p97 ATPase; recombinant p97 ATPase, Kinase-Glo ATP luminescence, 3 h; inhibition, % at 8 µM; 220,000 compounds, 0.42% hits; in the data active = inhibition above about 15%;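 also: 0% = DMSO vehicle and 100% = wells lacking enzyme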
Tb hexokinase: T. brucei hexokinase 1 inhibition. recombinant TbHK1, G6PDH-coupled NADH A340. inhibition, % at 10 µM. 220,000 compounds, 0.11% hits;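 active = inhibition of 50% or more in the single-dose primary screen; inactive = inhibition below 50%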
Numbers without * were called inactive; i = inactive; · = not tested or not shown; [ ] = dose if it differs, or a comment.

SMILES	EBV gp42 block	m-calpain inh	Runt-SMMHC FRET	RBBP9 inh	NCF1 inh	Furin inh	Runt-CBFb FRET	p97 ATPase inh	Tb hexokinase
Cc1cccc(N=N/C(=C\O)C(=O)c2ccc(Br)cc2)c1	-12	-64	-3	-9	-9	-44	1	2	-4
O=C(Nc1cccn2ncnc12)c1ccc(Cl)cc1Cl	-17	-10	-2	-2	-16	-12	2	-7	15
CCC(=O)NCC(c1cccs1)N1CCOCC1 (stereo not drawn)	-13	-11	2	-4	1	-10	-2	-2	26
CCCOc1ccc(/C=N/O)cc1	-1	22	-3	-1	-18	-25[20 µM]	-2	7	-1
COc1nc(Cc2ccc(Cl)cc2)nc2ccccc12	14	9	-2	-10	1	-17	-2	0	-3
CNc1nc(C)cc(C)c1S(=O)(=O)c1ccc(C)cc1	18	6	-5	1	-8	-12[20 µM]	-3	-6	-15
O=C(NCC1CCCO1)C1CCN(C(=O)c2ccc(Br)cc2)CC1 (stereo not drawn)	1	5	2	-3	-6	-10[20 µM]	1	2	0
COc1ccccc1NC(=S)N(C(C)C)C(C)c1ccccn1 (stereo not drawn)	-2	9	-4	-7	2	-17	0	4	4
C/C=C/c1ccc(OC(C)=O)c(OC)c1	-4	-7	-1	-10	-1	-13	-1	0	-10
CCC(=O)Nc1ccc(C(=O)NNC(=O)c2cc(OC)c(OC)c(OC)c2)cc1	-15	9	4	-9	6	5	-1	-1	5
Cc1ccc(NC(=O)C2C3CCCC2C3c2ccccc2)cc1C (stereo not drawn)	7	38	0	-3	-2	-21	0	-2	-2
Cc1cccc2[nH]c(CN(C)Cc3nc(CC4CC4)no3)nc12	1	-26	4	-2	-5	-25	1	-1	-5
Cn1c(=O)n(C)c2cc(/C=C3/NC(=O)N(Cc4ccccc4)C3=O)ccc21	-16	-448	-34	-7	-12	-18[20 µM]	-56	-2	-20
CCCCN(C(=O)CSc1cc(C)c2ccc(OC)cc2n1)c1c(N)n(Cc2ccccc2)c(=O)[nH]c1=O	-7	-46	10	-6	-37	2	0	-5	-5
Cc1cccc(/C=C2\CS/C(=C\c3cccc(C)c3)C2=O)c1	-5	-32	-19	3	-46	-18[20 µM]	2	3	-14
O=S(=O)(NCc1csc(-c2ccccc2)n1)c1ccc(Cl)s1	-5	2	-1	-1	2	-26	5	0	6
COc1ccc(-n2cnnc2SCC(=O)NCc2cccs2)cc1	6	20	1	-3	-10	-24[20 µM]	0	1	-1
Cc1ccc(OCC(O)Cn2nc(C)cc2C)cc1 (stereo not drawn)	-9	21	·	-6	-32	-13	·	-5	4
CCOc1ncccc1C(=O)OCC(=O)c1ccc[nH]1	-13	-36	1	-6	-20	-9	-2	6	-2
Clc1ccc(CSc2nnc(-c3ccc4c(c3)OCO4)o2)cc1	-12	-4	-5	7	-5	-19[20 µM]	-2	-3	-18

Some entries already given, limited to Runt-CBFb FRET:
smiles,Runt-CBFb FRET
CCCCN(C(=O)CSc1cc(C)c2ccc(OC)cc2n1)c1c(N)n(Cc2ccccc2)c(=O)[nH]c1=O,0
CCOc1ncccc1C(=O)OCC(=O)c1ccc[nH]1,-2

Of the compounds above, four contain a Cl atom.
SMILES	EBV gp42 block	m-calpain inh	Runt-SMMHC FRET	RBBP9 inh	NCF1 inh	Furin inh	Runt-CBFb FRET	p97 ATPase inh	Tb hexokinase
O=C(Nc1cccn2ncnc12)c1ccc(Cl)cc1Cl	-17	-10	-2	-2	-16	-12	2	-7	15
COc1nc(Cc2ccc(Cl)cc2)nc2ccccc12	14	9	-2	-10	1	-17	-2	0	-3
O=S(=O)(NCc1csc(-c2ccccc2)n1)c1ccc(Cl)s1	-5	2	-1	-1	2	-26	5	0	6
Clc1ccc(CSc2nnc(-c3ccc4c(c3)OCO4)o2)cc1	-12	-4	-5	7	-5	-19[20 µM]	-2	-3	-18

Carrying on.
SMILES	EBV gp42 block	m-calpain inh	Runt-SMMHC FRET	RBBP9 inh	NCF1 inh	Furin inh	Runt-CBFb FRET	p97 ATPase inh	Tb hexokinase
CCOc1ccc(S(=O)(=O)N(C)C)cc1-c1nc2c(C(C)(C)C)nn(C)c2c(=O)[nH]1	-9	-168	-3	-1	-2	-12[20 µM]	-4	0	-9
COc1ccc(OC)c(Nc2nc(-c3ccccc3O)nc3ccccc23)c1	1	-46	-65	-5	2	-16	-27	2	-18
FC(F)Oc1ccc(NC(=S)NCc2ccccc2)cc1	-19	8	1	4	-41	-13	0	8	3
Cn1c(=O)c2c(ncn2CC(=O)OCC(=O)Nc2cc(Cl)ccc2Cl)n(C)c1=O	-7	24	1	-11	-3	-15	0	-2	-5
CCOc1ccc2nc(NC(=O)CSc3nnnn3C3CCCCC3)sc2c1	6	-33	-1	-1	-14	-12[20 µM]	-5	-9	-1
O=C(Nc1c(C(=O)O)[nH]c2ccccc12)c1cccc(C(F)(F)F)c1	3	-313	0	-3	2	-14	1	1	-7
CCCCc1nc2cc(Cl)ccc2o1	-3	12	-2	-1	0	-7	-3	1	1
O=C(NCc1cccc(Cl)c1)NC(=O)c1csc([N+](=O)[O-])c1	-2	-18	0	-13	-9	-13	-1	1	-9
COc1ccc(N/C=C2\CCOC2=O)cc1	-16	7	0	-17	0	9	0	-1	-45
Oc1[nH]c2ccccc2c1N=Nc1nncc2ccccc12	-15	-7	2	-8	-16	-2	4	2	-14
COc1ccccc1-n1c(SC)nc(O)cc1=O	-9	-5	-2	-2	-18	-30	1	-1	5
Cc1cc(C)n(-c2ccc(C)c(Cl)c2)n1	-13	8	3	1	2	-12	-2	1	-3
Cn1c(=O)cc(SCC(=O)NCCN2CCN(c3ccccc3F)CC2)c2cc(Cl)ccc21	-21	-42	-2	-5	2	-7	-3	-7	-9
O=C(Nc1ccccc1N1CCOCC1)c1ccc2ccccc2n1	-1	2	-4	-4	-10	-21[20 µM]	-1	0	-6
COc1ccc(/C(N)=N/OC(=O)C2CCC(=O)N2S(=O)(=O)c2ccc(C)cc2)cc1 (stereo not drawn)	-4	-10	-1	-9	-3	7	-3	-8	-1
CCN1CCCC1Cn1cnc2c([nH]c3ccc(OC)cc32)c1=O (stereo not drawn)	-6	-99	-2	4	-8	-27	2	8	-25
CC1(C)Cc2c(C#N)c(OCC(=O)c3ccc(Cl)cc3)nc(-c3ccco3)c2CO1	-3	-93	6	-2	-15	-15[20 µM]	19	3	-4
O=C(OCCCN1CCCC1)C1(c2ccccc2)CCCC1	-18	8	2	-10	1	-17[20 µM]	-1	3	7
CCOC(=O)NC(=O)CSc1nnc(C2CC2)n1Cc1ccco1	-21	-13	-7	-4	-7	-16	0	5	2
CCc1ccc(C2CC(=O)N(c3cccc(F)c3)C3=C2C(=O)OC3)cc1 (stereo not drawn)	1	-26	2	-7	3	-19	0	-3	-5

The closing 2 compounds of the section before lead into the next:
SMILES	EBV gp42 block	m-calpain inh	Runt-SMMHC FRET	RBBP9 inh	NCF1 inh	Furin inh	Runt-CBFb FRET	p97 ATPase inh	Tb hexokinase
CCOC(=O)NC(=O)CSc1nnc(C2CC2)n1Cc1ccco1	-21	-13	-7	-4	-7	-16	0	5	2
CCc1ccc(C2CC(=O)N(c3cccc(F)c3)C3=C2C(=O)OC3)cc1 (stereo not drawn)	1	-26	2	-7	3	-19	0	-3	-5
COc1cc(CNCc2ccccn2)ccc1OCC(=O)NC(C)(C)C	-96	14	-3	-7	13	-19	-1	-13	1
O=C(N/N=C/c1ccncc1)/C(=C/c1ccccc1)NC(=O)c1ccccc1	-3	1	-2	-5	-9	-4[20 µM]	0	2	-24
Cc1cc(=O)n2cccc(O)c2n1	-19	i	0	1	-4	-15	2	0	-7
Cc1nc(SCC(=O)Nc2ccc(F)cc2)c(C#N)c(C)c1CC(=O)c1ccc(Br)cc1	-21	-11	4	-6	6	3[20 µM]	1	0	9
O=C(COC(=O)c1ccc(Cl)nc1)Nc1ccc2c(c1)OCO2	11	-48	-2	-5	11	-13	-5	2	-2
CCCCC1=CC2=CC(=O)C(C)(OC(=O)CC)C(=O)C2=CN1CC(C)C (stereo not drawn)	9	-41	-3	·	8	-3	9	·	-43
COc1ccc(C(=O)Nc2ccc(C3=NNC(=O)CC3C)cc2NC(=O)c2ccc(OC)cc2)cc1 (stereo not drawn)	10	-57	0	-14	-5	1	-5	-3	10
Cc1cc(C)nc(NCCO)n1	-11	-35	-1	-3	-8	-26	0	5	-2
CC(NC(=O)/C(=C/c1ccc2c(c1)OCO2)NC(=O)c1cccc([N+](=O)[O-])c1)C(=O)O (stereo not drawn)	-8	9	-2	11	-9	-20	0	7	-14
CC(=O)Nc1ccccc1C(=O)C(=O)Nc1cccc(Br)c1	-1	11	-1	-6	-1	-18	-1	5	-12
CSc1nc(C)c(C(=O)C[n+]2ccc(C)cc2)cc1C#N	1	-18	-6	10	-11	-34	1	3	-5
Cc1nc(SCC(=O)N2CCC(C(N)=O)CC2)n[nH]1	-12	-3	-3	2	-6	-8[20 µM]	1	2	1
COc1cc2c(cc1OC)CN(C(=O)C(C)(C)C)CC2	-5	-27	-5	-4	-30	-1[20 µM]	3	5	-5
CCN(CC)c1ccc(S(=O)(=O)N2CCOCC2)cc1NC(=O)CNCc1ccccc1	-10	25	-3	-6	-3	-13	-4	-13	-9
Nc1nn(S(=O)(=O)c2ccccc2)cc1-c1ccc([N+](=O)[O-])cc1	6	12	0	-6	0	-3	0	3	38
COC(=O)Nc1c(-c2ccccc2)nc2ccccn12	-19	-388	0	-3	-3	-18[20 µM]	-2	3	0
C/C(=N\NC(=O)C1COc2ccccc2O1)c1ccccn1 (stereo not drawn)	-15	8	2	-3	-2	-22	3	2	3
CCCCOc1ccc(S(=O)(=O)N2CCCCCC2)cc1	1	1	0	4	-15	2	-3	2	9
CC(=O)N/C(=C/c1ccc([N+](=O)[O-])cc1)C(=O)O	-5	-1	-2	-7	5	-9	2	5	-22
O=C(CN1C(=O)c2ccccc2S1(=O)=O)NCCSc1ccccc1	-12	-35	2	-3	-7	-21	-2	-2	6
O=[N+]([O-])c1cnn(-c2nc(-c3ccco3)cc(C(F)(F)F)n2)c1	3	-36	3	-3	-6	-6	1	-1	-7
Cn1c(=O)c2c(nc(N/N=C/c3cccs3)n2Cc2ccc(Br)cc2)n(C)c1=O	-12	-43	-2	-3	-12	-7	-5	6	-28
O=C(C1CCCN(S(=O)(=O)Cc2ccccc2)C1)N1CCc2ccccc21 (stereo not drawn)	0	5	3	8	-4	-20[20 µM]	-1	-1	-3
CCn1c(SCC(=O)Nc2ccc(-c3nc4ccc(C)cc4s3)cc2)nnc1-c1ccccc1	-40	i	12	-9	11	-56	-1	-2	-43
Cc1nc2ccc(NC(=O)c3cccc(S(=O)(=O)N(C)c4ccccc4)c3)cc2s1	-26	4	3	-31	-40	-14	-4	-2	22
O=C(Nc1cccc(S(=O)(=O)N2CCOCC2)c1)c1ccco1	-9	1	0	-10	-8	-15[20 µM]	1	-4	-10
C=CCOc1c(Br)cc(CNn2nnnc2N)cc1OCC	-5	20	4	5	4	-17[20 µM]	0	2	7
CNC(=S)Nc1ccc([N+](=O)[O-])c(C)c1	7	29	-1	-2	12	2	1	-5	-14
CCN(CC)C(=O)CSc1nnc(-c2ccncc2)n1N	-15	-20	-3	0	0	0[20 µM]	1	2	4
COc1ccc(CNC(=O)C2CCC(CNc3nc(=S)[nH]c4ccccc34)CC2)cc1 (stereo not drawn)	-11	10	-10	-12	5	-7	-3	-5	6
CC1CCCN(S(=O)(=O)c2cc(Cl)ccc2Cl)C1 (stereo not drawn)	6	-4	-6	-10	-2	-17[20 µM]	1	-3	0
Cc1ccc2c(c1)N(CC(=O)NC1CCC(C)CC1)C(=O)CO2 (stereo not drawn)	-1	20	3	4	-6	-22	-1	2	21
CCOC(=O)c1sc(-c2ccccc2)nc1C	-1	-16	0	1	-8	-23	2	1	-3
